Compound activity as filed in PubChem.
Rpn11 block: Rpn11 (PSMD14) deubiquitinase inhibitors, primary screen, biochemical, fluorescence polarization, uHTS. calls only at 20 µM. actives 0.59% (n = 360,000). 26S proteasome non-ATPase regulatory subunit 14 (Homo sapiens), O00487. human 26S proteasome, Ub4-pepOG fluorescence polarization; 20S core pre-blocked with epoxomicin;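 active = inhibition at 20 µM, scaled to each plate's controls, above about 33%, limit read from the data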
bovine MsrA act: bovine MsrA enzyme activators, primary screen, biochemical, absorbance, HTS; actives 0.3% (n = 360,000); AID 602163, 2012; activation, % at 10.6 µM; purified bovine MsrA, absorbance read-out; Methionine sulfoxide reductase A (Bos taurus); in the data active = activation above about 7.5%;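 note: 0% = vehicle and 100% = reference activator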
MT1-MMP act inh: blockers of MT1-MMP proenzyme processing, primary screen, HT1080 RFP-PRO-GFP cells, GFP/RFP fluorescence. Matrix metalloproteinase-14 (Homo sapiens), P50281. GFP/RFP ratio fluorescence, overnight; percent of plate control window, DMSO zero. GFP/RFP ratio change, % at 20 µM. actives 0.061% (n = 360,000);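 active = GFP/RFP ratio change of at least 30% with cell ATP level not reduced by more than half and red fluorescence within 50% of control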; note: strong numbers were not always called active
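Assay system – RFP-PRO-GFP reporter HT1080 cells · Compound dosing – single dose of 20 µM compound, 1% DMSO final · Incubation – overnight compound exposure at 37 °C · Measure – GFP/RFP fluorescence ratio · Benchmarks – DMSO wells and RFP-L50D-GFP cells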
MLLE-PAM2 inh: inhibitors of PABP1 MLLE–PAM2 peptide binding, primary screen, biochemical, fluorescence polarization, FITC-PAM2, GST-MLLE | AID 588489, 2011 | Polyadenylate-binding protein 1 (Homo sapiens), P11940 | actives 0.36% (n = 360,000) | inhibition, % at 20 µM; in the data active = inhibition above about 35%, passing the limit was not always enough;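 note: plate controls were DMSO wells with GST-MLLE for no effect and wells lacking GST-MLLE protein for full effect; some results filed as inactive read as strong as hits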
Rin1 Abl inh: inhibitors of Rin1-Abl protein binding, primary screen, biochemical, TR-FRET. actives 0.4% (n = 360,000). Tyrosine-protein kinase ABL1 (Homo sapiens) + Ras and Rab interactor 1 (Homo sapiens), …. inhibition, % at 7.35 µM. AID 588664, 2011; in the data active = inhibition above about 5%, passing the limit was not always enough
MsrA inhibitor: bovine MsrA enzyme inhibitors, primary screen, biochemical, absorbance, HTS; AID 651718, 2012; inhibition, % at 15.5 µM; actives 0.75% (n = 360,000); purified bovine MsrA, absorbance read-out; Methionine sulfoxide reductase A (Bos taurus); in the data active = inhibition above about 4.5%;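 note: 0% = vehicle wells with enzyme and 100% = reference inhibitor wells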
FAS-TE inh: FAS thioesterase domain inhibitors, primary screen, biochemical, fluorescence intensity, uHTS | actives 0.67% (n = 360,000) | AID 602261, 2012 | recombinant FAS-TE, OMFH fluorogenic substrate, fluorescence endpoint | inhibition, % at 15 µM | Fatty acid synthase (Homo sapiens), P49327;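 active = compounds whose normalised, plate-corrected inhibition of enzyme fluorescence in the single-dose primary screen is 50% or more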;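 note: 0% = DMSO with enzyme and 100% = substrate without enzyme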
E coli Lon inh: inhibitors of E. coli Lon protease, primary screen, biochemical, fluorescence polarization. inhibition, % at 7.94 µM. actives 0.42% (n = 360,000). P0A9M0. purified E. coli Lon protease; in the data active = inhibition above about 13%, passing the limit was not always enough;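 note: 0% = enzyme with probe and DMSO and 100% = no enzyme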
Target sequence (P0A9M0 whole entry, looked up): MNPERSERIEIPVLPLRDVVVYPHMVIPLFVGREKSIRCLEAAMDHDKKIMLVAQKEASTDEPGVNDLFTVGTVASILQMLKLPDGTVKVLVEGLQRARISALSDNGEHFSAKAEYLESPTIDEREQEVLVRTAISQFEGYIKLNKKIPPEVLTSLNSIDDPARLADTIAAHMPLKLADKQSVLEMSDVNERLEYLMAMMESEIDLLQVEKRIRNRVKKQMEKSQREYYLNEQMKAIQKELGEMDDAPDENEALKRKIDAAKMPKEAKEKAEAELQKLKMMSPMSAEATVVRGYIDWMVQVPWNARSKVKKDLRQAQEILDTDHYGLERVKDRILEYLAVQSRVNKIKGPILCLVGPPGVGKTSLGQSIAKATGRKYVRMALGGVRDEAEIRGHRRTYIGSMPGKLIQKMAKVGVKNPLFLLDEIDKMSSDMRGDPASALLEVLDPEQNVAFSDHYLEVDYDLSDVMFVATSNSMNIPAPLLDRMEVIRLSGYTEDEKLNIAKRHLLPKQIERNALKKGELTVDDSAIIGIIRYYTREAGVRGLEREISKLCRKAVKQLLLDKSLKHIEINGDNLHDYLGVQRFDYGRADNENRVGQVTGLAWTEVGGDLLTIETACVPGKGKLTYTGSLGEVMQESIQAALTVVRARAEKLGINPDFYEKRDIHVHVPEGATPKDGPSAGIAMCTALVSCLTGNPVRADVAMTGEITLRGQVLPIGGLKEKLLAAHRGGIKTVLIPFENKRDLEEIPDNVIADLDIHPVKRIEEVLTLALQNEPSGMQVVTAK
CSN inh: inhibitors of CSN-mediated cullin deneddylation, primary screen, biochemical, fluorescence polarization, uHTS; COP9 signalosome complex subunit 5 (Homo sapiens), Q92905; AID 651999, 2013; inhibition, % at 12.5 µM; actives 0.38% (n = 360,000); Purified CSN, SCF-Nedd8-OG deneddylation;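 active = pattern-corrected inhibition above about 35%, with an unprinted fluorescence ratio check between 0.5 and 1.5, limit read from the data, passing the limit was not always enough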;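 note: 0% = enzyme with substrate and 100% = substrate without enzyme; some results filed as inactive read as strong as hits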
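Detection – fluorescence polarization · System – HEK293T-derived human Csn5 enzyme · Controls – substrate-only high control, full reaction low control · Timing – 90 min, room temperature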
Starred values were filed as active, the others as inactive; i = inactive; · = not tested or not shown.

The opening 6 entries as a preview:
entry	SMILES	Rpn11 block	MLLE-PAM2 inh	MT1-MMP act inh	E coli Lon inh	Rin1 Abl inh	bovine MsrA act	FAS-TE inh	CSN inh	MsrA inhibitor
1	CN(C)c1nc2c(c(=O)[nH]c(=O)n2C)n1Cc1ccc(F)cc1	i	-7	4	0	0	4	-3	9	-0.9
2	COc1ccc(/C=C2/CCC(CN3CCOCC3)C2=O)cc1 (centres undefined)	i	19	2	-3	4	-10	-1	1	1.8
3	Cc1nn(Cc2cccc(C(=O)Nc3ccn(Cc4ccccc4)n3)c2)c(C)c1[N+](=O)[O-]	i	-2	2	-16	-6	-10	29	3	·
4	CCC(C)(CC(=O)Nc1nccs1)c1ccccc1 (centres undefined)	i	11	-6	8	-1	-3	-3	3	0.9
5	O=C(CCc1nc(-c2ccccc2Cl)no1)NCc1ccco1	i	-7	-1	0	1	-6	1	-2	0.0
6	C/C(=C\C(=O)c1ccc(Br)cc1)NCc1ccc2c(c1)OCO2	i	7	6	-5	-1	0	21	2	2.0

Results, repeating the preview:
entry	SMILES	Rpn11 block	MLLE-PAM2 inh	MT1-MMP act inh	E coli Lon inh	Rin1 Abl inh	bovine MsrA act	FAS-TE inh	CSN inh	MsrA inhibitor
1	CN(C)c1nc2c(c(=O)[nH]c(=O)n2C)n1Cc1ccc(F)cc1	i	-7	4	0	0	4	-3	9	-0.9
2	COc1ccc(/C=C2/CCC(CN3CCOCC3)C2=O)cc1 (centres undefined)	i	19	2	-3	4	-10	-1	1	1.8
3	Cc1nn(Cc2cccc(C(=O)Nc3ccn(Cc4ccccc4)n3)c2)c(C)c1[N+](=O)[O-]	i	-2	2	-16	-6	-10	29	3	·
4	CCC(C)(CC(=O)Nc1nccs1)c1ccccc1 (centres undefined)	i	11	-6	8	-1	-3	-3	3	0.9
5	O=C(CCc1nc(-c2ccccc2Cl)no1)NCc1ccco1	i	-7	-1	0	1	-6	1	-2	0.0
6	C/C(=C\C(=O)c1ccc(Br)cc1)NCc1ccc2c(c1)OCO2	i	7	6	-5	-1	0	21	2	2.0
7	COc1ccc(-c2cc(C(=O)NN)[nH]n2)cc1	i	-5	2	-8	0	-7	-6	0	-0.7
8	COc1ccccc1NS(=O)(=O)c1cc(NC(=O)c2ccc(Cl)nc2)ccc1Cl	i	-4	13	-3	1	-2	23	-3	0.3
9	Cc1cc(C)n(CCC(=O)N/N=C/c2ccc(Cl)c([N+](=O)[O-])c2)n1	i	-4	4	1	-4	-1	11	-4	0.9
10	O=c1[nH]c(CSc2nc(-c3ccccc3)cs2)nc2ccccc12	i	-5	5	-15	-4	-2	13	3	-1.0
11	O=C(OCC(=O)N(Cc1ccccc1)Cc1ccccc1)c1ccccc1NCCO	i	-5	-1	-11	-2	4	23	-3	0.3
12	Cc1ccc(C)c(NS(=O)(=O)c2ccc(-c3ccc(=O)[nH]n3)o2)c1	i	-3	3	6	2	-3	-3	4	0.4
13	C=CCNC(=O)c1c(Cl)cccc1Cl	i	-7	-3	2	-1	1	-4	1	0.2
14	CCN(CC)c1ccc(C(=O)OCC(=O)N2CCN(c3ccccc3)CC2)cc1	i	-2	2	-4	-2	0	12	0	-0.3
15	COc1cc(S(=O)(=O)N2CCN(C)CC2)c(OC)cc1Cl	i	10	-4	-1	2	-13	-3	1	0.5
16	O=C(CCC(=O)c1ccc(Cl)cc1)OCn1nnc2ccccc2c1=O	i	-6	1	-3	1	-3	31	0	-1.4
17	CNC(=O)[C@@H]1CCC(=O)N1	i	-5	1	1	3	-13	-5	2	2.4
18	CNC(=O)CSc1nnc(-c2ccc(S(=O)(=O)N3CCCC3)cc2)n1-c1cccc(C)c1C	i	-103	1	2	1	-3	-6	-3	-1.2
19	CCOc1ccc(OCc2ccc(C(=O)N3CCCC(C)C3)cc2)cc1 (centres undefined)	i	5	3	-1	3	-10	17	-1	-1.5
20	Cc1ccccc1-n1cnnc1SCC(=O)N1CCN(c2ccccc2)CC1	i	3	-3	-13	2	4	-2	-7	0.4
21	C/C(=N\NC(=O)COc1ccc(C#N)cc1)c1ccccc1OC(F)F	i	6	1	1	-2	-2	-2	2	-2.0
22	NC(=O)COc1ccccc1C1=NO[C@@](CC(=O)O)(C(=O)Nc2ccc3c(c2)OCCO3)C1	i	-4	1	9	1	-9	-5	-5	-1.6
23	CCN(CC)S(=O)(=O)c1ccc(C(=O)NCCCN=C2NS(=O)(=O)c3ccccc32)cc1	i	5	1	-9	1	-6	-6	-4	-1.0
24	CCN(CC)CCCNC(=O)CSc1nc2c(c(C(F)(F)F)n1)CCc1ccccc1-2	i	14	1	-7	-1	-5	-4	2	1.8
25	COc1ccc(CNC(=O)CSc2nc(-c3ccccc3)cc(-c3cccs3)c2C#N)cc1	i	16	7	-2	4	-2	-4	0	-0.2
26	COCCSc1ccccc1C(=O)Nc1nncs1	i	6	-1	4	3	-2	-4	1	1.1
27	CCCCn1nnnc1C(c1cc2ccccc2o1)N(Cc1ccccc1)Cc1ccccc1 (centres undefined)	·	·	-3	-4	·	-5	22	2	0.4
28	CSc1ccc(Cl)c(C(=O)N2CCN(c3ncccn3)CC2)c1	i	-1	0	-8	4	-5	-2	-2	-0.1
29	Cc1ccc(/C=N/n2c(C)cc(C)c(C#N)c2=O)cc1	i	10	2	-4	-2	2	2	-7	1.5
30	CCCOc1ccc(CSc2ncn[nH]2)cc1	i	-34	-8	-5	-2	-2	-47	-2	0.1
31	O=C(O)CC1S/C(=N\N=C/c2ccccc2O)N(c2ccc(O)cc2)C1=O (centres undefined)	i	-4	0	-2	2	-8	-4	-8	4.6*
32	CC(=O)Nc1cncc(-c2cccc(S(C)(=O)=O)c2)n1	i	-1	1	6	-4	-2	-6	4	0.6

An excerpt of these results, field by field:
26) COCCSc1ccccc1C(=O)Nc1nncs1
  Rpn11 block = i
  MLLE-PAM2 inh = 6
  MT1-MMP act inh = -1
  E coli Lon inh = 4
  Rin1 Abl inh = 3
  bovine MsrA act = -2
  FAS-TE inh = -4
  CSN inh = 1
  MsrA inhibitor = 1.1
32) CC(=O)Nc1cncc(-c2cccc(S(C)(=O)=O)c2)n1
  Rpn11 block = i
  MLLE-PAM2 inh = -1
  MT1-MMP act inh = 1
  E coli Lon inh = 6
  Rin1 Abl inh = -4
  bovine MsrA act = -2
  FAS-TE inh = -6
  CSN inh = 4
  MsrA inhibitor = 0.6

Next part.
entry	SMILES	Rpn11 block	MLLE-PAM2 inh	MT1-MMP act inh	E coli Lon inh	Rin1 Abl inh	bovine MsrA act	FAS-TE inh	CSN inh	MsrA inhibitor
33	CCOc1ccccc1NC(=S)N1CCCc2ccccc21	i	10	0	-4	2	-3	0	-6	0.4
34	Cc1cc(C)cc(OC(=O)CCN2C(=O)c3ccccc3C2=O)c1	i	6	1	-5	1	0	6	0	-0.2
35	CCOC(=O)c1[nH]c2ccccc2c1N=CN(C)C	i	11	1	3	0	-2	-12	-4	2.2
36	CC1(C(=O)O)CCCN(C(=O)c2ccc3c(c2)C(C)(C)CCC3(C)C)C1 (centres undefined)	i	-5	-1	6	-2	-1	-11	1	0.5
37	N#C/C(=C\c1cn(Cc2ccccc2)c2ccccc12)C(=O)NCc1ccco1	i	1	0	-8	-2	-2	16	-4	0.4
38	CCCC(=O)Nc1nn(CCC)c2nc3ccccc3cc12	i	-5	-3	-1	-9	-3	-7	-1	1.5
39	Cc1ccc(S(=O)(=O)NCC(=O)OCC(=O)Nc2cccc(S(=O)(=O)N3CCOCC3)c2)cc1	i	1	-4	-12	0	0	-3	-4	0.5
40	COCC(=O)N(C)C[C@H]1Oc2cc(Br)ccc2S(=O)(=O)N([C@H](C)CO)C[C@H]1C	i	-5	5	2	-1	-6	-6	-2	0.1
41	O=C(O)CN1CCN(Cc2ccc(F)cc2Cl)C1=O	i	3	7	-2	2	0	-9	-1	-0.7
42	CCn1cnc2cc(NC(=O)COc3ccc(C)cc3)ccc21	i	3	1	-20	4	-1	3	-1	0.0
43	CCOC(=O)C(=O)N(C)c1c(CC)nc2c(OCc3ccccc3)cccn12	i	-2	1	-9	-4	-4	-7	2	0.8
44	CC(=O)Nc1c(NC(C)(C)C)c2ccccc2oc1=O	i	4	2	0	4	-5	-5	5	0.0
45	O=C(Cn1cnc2ccccc21)Nc1ccc(F)c(F)c1	i	-19	8	-4	3	-13	-4	5	0.0
46	COc1ccc(Cc2nc3ccc(C(=O)N4CCC[C@H]4CO)cc3o2)cc1	i	-6	5	3	1	-4	-1	-7	0.7
47	CC1CCC(C(C)C)C(=O)/C1=C/c1ccc(N)cc1 (centres undefined)	i	5	-6	-10	-5	-3	4	-1	2.4
48	Cc1cccc(N/C(N)=N/c2nc(C)cc(=O)[nH]2)c1	i	10	-5	-9	4	0	-5	-16	1.6
49	CCOC(=O)C(=O)Nc1cc(Cl)ccc1C	i	4	3	-3	0	-3	-11	-4	-0.8
50	CC1Cc2ccccc2N1C(=O)Cn1cc(C(F)(F)F)ccc1=O (centres undefined)	i	-1	-1	-3	2	1	1	0	0.2
51	CC(=C/c1ccccc1)/C=N/NC(=O)c1ccccn1	i	8	1	-2	-3	-5	-2	-1	3.0
52	CC(C)CNC(=O)CC(=O)NN=C1CCCC1	i	15	6	0	-1	-5	-10	-9	0.5
53	Cc1ccc(OCC(=O)N2CCCC(CCC(=O)N(C)CCc3ccccn3)C2)cc1 (centres undefined)	i	2	-1	1	-1	-4	-9	-4	-1.0

Taken from above:
bovine MsrA act, compound 53 : -4
Rin1 Abl inh, compound 36 : -2
bovine MsrA act, compound 25 : -2
MsrA inhibitor, compound 49 : -0.8

Entries by screen from above.
Compounds 49 to 53 in bovine MsrA act: -3, 1, -5, -5, -4

Not a hit list, and some 3.7% of all compounds hit somewhere here.
